Screens from PubChem BioAssay.
KCNK9 inh = inhibitors of human KCNK9 two-pore domain potassium channel; 310,000 tested, 1.2% active; Q9NPC2; HEK293 KCNK9, FluxOR thallium flux fluorescence; stronger effect = lower value; B-score at 10 µM;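 active = ratio B-score over 3 SD below the library mean, with starting fluorescence within 5 SD of its mean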;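 also: negative B-score means less thallium flux so channel inhibition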
KCNQ1 act = human KCNQ1 channel potentiation or activation; CHO-K1 KCNQ1, thallium flux FluxOR fluorescence; stronger effect = higher value; AID 2648; P51787; 310,000 tested, 0.35% active; B-score at 10 µM;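 active = fluorescence ratio B-score, a plate-corrected score, at least three library SD, with initial intensity B-score within 5 SD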
Target sequence (P51787 whole entry, looked up): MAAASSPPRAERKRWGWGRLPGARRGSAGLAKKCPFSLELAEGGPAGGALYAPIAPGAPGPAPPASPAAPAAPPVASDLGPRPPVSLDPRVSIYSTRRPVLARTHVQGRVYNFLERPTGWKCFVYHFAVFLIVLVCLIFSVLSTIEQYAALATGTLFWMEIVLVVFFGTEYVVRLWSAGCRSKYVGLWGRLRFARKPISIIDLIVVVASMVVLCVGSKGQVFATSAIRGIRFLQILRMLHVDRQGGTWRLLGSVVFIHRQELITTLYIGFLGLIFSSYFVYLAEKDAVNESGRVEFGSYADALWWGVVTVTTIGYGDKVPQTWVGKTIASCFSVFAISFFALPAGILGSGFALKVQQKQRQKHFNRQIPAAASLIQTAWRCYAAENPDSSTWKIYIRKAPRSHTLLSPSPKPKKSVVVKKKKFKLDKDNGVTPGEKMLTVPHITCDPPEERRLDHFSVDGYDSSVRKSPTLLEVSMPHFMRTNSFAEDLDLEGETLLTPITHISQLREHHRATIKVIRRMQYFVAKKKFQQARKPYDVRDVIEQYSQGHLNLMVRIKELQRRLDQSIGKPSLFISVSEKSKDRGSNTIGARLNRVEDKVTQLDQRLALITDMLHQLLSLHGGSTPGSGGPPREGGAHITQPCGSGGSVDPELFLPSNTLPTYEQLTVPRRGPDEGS
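System: Stable KCNQ1 CHO-K1 line | Incubation: 90 min dye loading and 20 min compound exposure, both at room temperature | Measure: Ratio B score | Medium: Assay buffer for compound exposure, DMSO matched across wells | Compound dosing: Single-concentration screen | Probe or stimulus: K+/Tl+ depolarizing stimulus | Measured by: Kinetic FluxOR fluorescence, 10 s baseline plus 110 s post-stimulus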
KCNK3 inh = human KCNK3 channel inhibition, primary screen | 340,000 tested, 0.84% active | CHO-KCNK3 thallium flux, FluxOR fluorescence; stronger effect = lower value | B-score at 10 µM | AID 602410;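 active = B-score under library mean minus 4 SD, starting fluorescence ratio at most library mean plus 5 SD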;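 also: more negative B-score means stronger inhibition of thallium flux through KCNK3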
SKKanGAS inh = inhibitors of SKKanGAS S. pyogenes growth in kanamycin (SK-promoter or general growth effect) | BacTiter-Glo, 6 h | inhibition, % at 7.5 µM | 300,000 tested, 1.3% active | AID 1662;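 active = mean replicate score, as percent of positive control median, at least 50; inconclusive = mean below 50 but one replicate at or above 50; inactive = mean and every replicate below 50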;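 also: strain carries kanamycin resistance gene driven by streptokinase promoter and grows in 40 µg/ml kanamycin; loss of luminescence reflects streptokinase promoter inhibition or plain growth inhibition; 0% = median of DMSO wells and 100% = positive control at its reference dose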
KCNQ1 inh = inhibitors of human KCNQ1 potassium channel; P51787; CHO-K1 KCNQ1, FluxOR thallium flux fluorescence; stronger effect = higher value; B-score at 10 µM; 310,000 tested, 1.3% active; AID 2642;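 active = compounds whose thallium flux B-score, printed positive for inhibition, exceeds three library SD while starting fluorescence stays within three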;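 also: channel opened by potassium depolarization with thallium stimulus after 20 min compound exposure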
TMEM16A act = activators or potentiators of mouse TMEM16A chloride channel; HEK293 TMEM16A/YFP-H148Q/I152L, iodide quench fluorescence; stronger effect = lower value; B-score at 10 µM; 340,000 tested, 0.3% active;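 active = fluorescence-ratio B-score plate-corrected deviation score at least 3 library SD below zero, with starting fluorescence score within 5 deviations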;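 also: channel opened by trigger with iodide after compound preincubation; score built on the fluorescence ratio of max minus min over baseline; more negative score means more quench and so TMEM16A activation or potentiation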
RGS4 block = inhibitors of human RGS4. AID 463165. HEK293 M3R/RGS4 inducible, Fluo-4 calcium flux; stronger effect = higher value; triggered by carbachol at its EC20. P49798. B-score at 10 µM. 310,000 tested, 0.45% active;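 active = B-score, a plate-corrected calcium signal, over three deviations above library mean, with baseline fluorescence within five deviations of library mean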;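 also: RGS4 expression induced by doxycycline in cells with stable M3 receptor; B-score is computed from the integrated fluorescence ratio over baseline after carbachol; higher B-score means a larger calcium signal and so more RGS4 inhibition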
Target sequence (P49798 whole entry, looked up): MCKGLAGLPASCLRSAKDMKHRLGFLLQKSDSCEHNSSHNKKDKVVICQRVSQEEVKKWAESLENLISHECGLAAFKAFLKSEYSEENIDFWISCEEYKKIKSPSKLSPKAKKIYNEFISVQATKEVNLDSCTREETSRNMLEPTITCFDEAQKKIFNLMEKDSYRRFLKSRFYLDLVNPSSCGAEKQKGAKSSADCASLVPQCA
RGS4 pot = RGS4 potentiation or activation. HEK293 M3R/inducible RGS4, carbachol calcium flux Fluo4; stronger effect = lower value. B-score at 10 µM. 310,000 tested, 0.92% active;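 active = B-score of the integrated calcium signal more than 4 SD below the library mean, with starting fluorescence not abnormally high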;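 also: negative B-score means reduced calcium response which marks RGS4 activation or potentiation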
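System – HEK293 FlpIn-TREx cells, stable M3R, doxycycline-inducible RGS4 · Reagent – ECmax carbachol challenge · Times – compound preincubation 20 min at room temperature before agonist · Technique – Fluo4 fluorescence kinetic imaging of calcium · Measure – B score of integrated Fluo4 ratio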
TMEM16A inh = mouse TMEM16A channel inhibition, primary screen | HEK293 TMEM16A/YFP iodide influx fluorescence, ionomycin | normalized B-score (activity score, 25-100; higher = stronger inhibition) at 10 µM | 310,000 tested, 1.2% active | AID 588511;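 active = ratio plate-corrected score three or more library SD toward inhibition, starting fluorescence score within five deviations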;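 also: score derived from kinetic fluorescence span divided by baseline fluorescence per well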
HDAC3 inhib = inhibitors of human histone deacetylase 3; O15379; recombinant HDAC3, fluorogenic peptide/trypsin coupled, fluorescence; inhibition, % at 8.3 µM; 320,000 tested, 0.15% active; AID 2718; in the data active = inhibition above about 26%, passing the limit was not always enough; inconclusive = no clear call, values can overlap the other calls
hERG rescue = shields human hERG channel from block by proarrhythmic agents. activation (rescue from dofetilide block), less the hit threshold, % at 10 µM. 310,000 tested, 0.51% active. AID 1511. CHO-hERG, FluxOR thallium flux, dofetilide IC70 present;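 active = activation above the mean of controls blocked by dofetilide plus 5 SD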;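 also: thallium influx through hERG after potassium depolarization seen as dye fluorescence rise; in these data hits start at about 4.7%; inactives centre near -7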
Active calls of the source: *; i = inactive; u = inconclusive; x = no result given.

SMILES	KCNK9 inh	KCNQ1 act	KCNK3 inh	SKKanGAS inh	KCNQ1 inh	TMEM16A act	RGS4 block	RGS4 pot	TMEM16A inh	HDAC3 inhib	hERG rescue
CN(/N=C/c1cccnc1)c1cnn(-c2ccc(F)c(Cl)c2)c(=O)c1Cl	i	i	i	-7.8	i	i	i	i	i	-0.5	-14.8
O=C(CC1SC(=Nc2ccc(OC(F)F)cc2)N(CCN2CCOCC2)C1=O)Nc1ccccc1 (configuration not stated)	i	i	i	7.2	i	i	i	i	i	5.7	-16.6
O=Nc1c2cc(-c3ccccc3)[nH]nc-2c2ccccc12	i	i	i	u	i	i	i	i	x	x	-8.5
O=C(CCn1c(=O)c2ccccc2n(Cc2cccc([N+](=O)[O-])c2)c1=O)N1CCc2ccccc2C1	i	i	i	12.7	i	i	i	i	i	2.0	-9.5
CS(=O)(=O)N1N=C(c2ccccc2)CC1c1cccs1 (configuration not stated)	i	i	i	1.0	i	i	i	i	i	-2.0	-5.8
CCNC(=O)NS(=O)(=O)c1cnccc1Nc1cccc(Cl)c1	i	i	i	-2.3	i	i	i	i	i	-1.6	-3.9
O=C(COc1ccccc1)Nc1cc(NC(=O)COc2ccccc2)cc(C(=O)O)c1	i	i	i	-1.8	i	i	i	i	i	-5.5	-10.5
COc1ccc(OC)c(N=c2ssnc2Cl)c1	i	i	i	1.4	i	i	i	i	i	12.3	-14.3
c1nc(NCC2(N3CCOCC3)CCCCC2)c2ccsc2n1	i	i	i	-5.2	i	i	i	i	i	-0.2	-4.7
Cc1nn(-c2ccccc2)nc1CNC(=O)c1ncoc1-c1ccccc1	i	i	i	-7.2	i	-5.58*	i	-7.39*	i	5.8	-13.2
CC12CCC(C(=O)Nc3nc4ccc(Br)cc4s3)(OC1=O)C2(C)C (configuration not stated)	i	i	i	5.7	i	i	i	i	i	7.7	-8.1
O=C(O)CCC(=O)Nc1cccc(-c2nnc(-c3ccccc3)o2)c1	i	i	i	0.1	i	i	i	i	i	-3.3	-0.9
Fc1ccc(NCc2n[nH]c(=S)n2Cc2ccccc2)cc1	i	i	i	1.2	i	i	i	i	i	-1.8	-12.4
CCn1c(SCC(=O)Nc2ccc3c(c2)OCCO3)nnc1C1CC1	i	i	i	-4.9	i	i	i	i	i	0.5	-4.0
Cc1ccccc1C1=N/C(=C/c2cccs2)C(=O)O1	i	i	i	-23.1	i	i	i	i	i	-4.8	-2.1

Quoted from the listing:
Value for c1nc(NCC2(N3CCOCC3)CCCCC2)c2ccsc2n1 under hERG rescue: -4.7
Value for O=C(O)CCC(=O)Nc1cccc(-c2nnc(-c3ccccc3)o2)c1 under HDAC3 inhib: -3.3

(cont.)
SMILES	KCNK9 inh	KCNQ1 act	KCNK3 inh	SKKanGAS inh	KCNQ1 inh	TMEM16A act	RGS4 block	RGS4 pot	TMEM16A inh	HDAC3 inhib	hERG rescue
Cc1onc(-c2c(Cl)cccc2Cl)c1C(=O)O/N=C(\C#N)c1ccccc1	i	i	i	-4.6	i	i	i	i	i	1.1	-6.5
COC(=O)C1CSc2[nH]c(=O)sc2C1c1ccccc1 (configuration not stated)	i	i	i	8.5	i	i	i	i	i	-0.7	-12.2
Cc1ccc(N(C(=O)c2ccco2)C(C(=O)NC2CCCC2)c2cccnc2)cc1C (configuration not stated)	i	i	i	19.1	i	i	i	i	i	2.5	-2.7
Cc1cc(/C=C(\C#N)C(=O)Nc2ccc(F)cc2)c(C)n1-c1ccc(N2CCOCC2)c([N+](=O)[O-])c1	i	i	i	27.1	i	i	i	i	i	2.8	-11.6
CN=C(c1ccco1)n1c(=S)nc(-c2ccco2)n(C)c1=S	i	i	i	-6.3	i	i	i	i	i	-1.3	-0.8
O=C(/C=C/c1cc([N+](=O)[O-])ccc1OC(F)F)NCc1ccc(F)cc1	i	i	i	1.1	i	i	i	i	i	-3.6	-5.6
CCS(=O)(=O)c1ccc2c(c1)NC(=O)C(CCCl)O2 (configuration not stated)	i	i	i	-1.1	i	i	i	i	i	-2.9	-15.4
CN(CC(=O)NC(=O)NCc1ccco1)CC(=O)Nc1ccccc1Cl	i	i	x	-10.7	i	x	i	i	i	-1.7	-15.6
Cc1cc(O)c(C(C)C)cc1NS(=O)(=O)c1ccccc1	i	i	i	1.4	i	i	i	i	i	-2.4	-13.1
CCOc1ccccc1/C=N/Nc1ccccc1[N+](=O)[O-]	i	i	i	5.8	i	i	i	i	i	5.4	-6.9
COc1ccc(C2CC(C)=C(C#N)S(=O)(=O)C2C#N)cc1 (configuration not stated)	i	i	i	8.8	i	i	i	i	i	2.7	-3.0
CC(C)CC(NC(=O)C1CCCCC1)C(=O)NC(C)c1ccccc1 (configuration not stated)	i	i	i	-1.8	i	x	i	i	i	-1.0	-0.9
O=C(CSc1ccc(F)cc1)NNC(=O)c1ccccc1Br	i	i	i	-2.2	i	i	i	i	i	-1.7	-4.1
CN=C1S/C(=C\c2ccc(N3CCCC3)c(F)c2)C(=O)N1C	i	i	i	36.0	11*	i	i	i	i	2.8	-7.6
Cc1ccc(COc2ccc(/C=N/NC(=O)c3ccc(CN4CCOCC4)cc3)cc2)cc1	i	i	i	-9.3	i	i	i	i	i	3.0	-13.2
Cc1cc2nc(-c3ccc(SCc4ccc(C(=O)O)cc4)nc3)[nH]c2cc1C	i	i	i	28.4	i	i	i	i	i	-4.9	-8.9
Cn1cnnc1SCc1nc(N)nc(Nc2ccccc2)n1	i	i	i	-20.9	i	i	i	i	i	-6.0	-6.0
CCN1CCN(S(=O)(=O)c2cc3c(cc2Cl)NC(=O)CO3)CC1	i	i	i	0.5	i	i	i	i	i	-4.6	-11.0
CCOC(=O)c1ccccc1NC(=O)CSc1nnc(COc2ccccc2)n1CC	i	i	i	-15.1	i	i	i	i	i	-4.9	-13.8
COc1ccccc1OCC(=O)Nc1ccc(NC(=O)COc2ccccc2OC)cc1	i	i	i	9.2	i	i	i	i	i	1.9	-5.3
c1ccc(C2CC(c3cccs3)n3nnnc3N2)cc1 (configuration not stated)	i	i	i	0.9	i	i	i	i	i	-1.0	-15.6
Cc1cc(NC(=O)CC2CCCC2)n(-c2nc3ccccc3[nH]2)n1	i	i	i	51.1*	i	i	i	i	i	13.5	-8.5
COc1ccc(CCNc2ncnc3c2c(C)c(C)n3CCCN(C)C)cc1OC	i	i	i	1.5	i	i	i	i	i	-1.6	-5.8
CCN(CC)C(=O)Cn1cc(C(=O)C(=O)N2CCc3ccccc32)c2ccccc21	i	i	i	-5.7	i	i	i	i	i	x	-13.1
O=C(N/N=C/c1ccncc1)c1nc2ccccc2c(=O)[nH]1	i	i	i	-2.6	i	i	i	i	i	1.8	-9.8
Cc1ccc(NC(=O)c2noc3c2CC(C(C)(C)C)CC3)cc1 (configuration not stated)	i	i	i	-2.5	i	i	i	i	i	-9.1	-12.7
CCOC(=O)c1ccc(N2CCN(c3ccccc3F)CC2)c(NC(=O)Nc2ccccc2)c1	i	i	i	10.0	6*	i	i	i	i	6.1	-18.8
O=C(Nc1ccccc1N1CCCC1)C1CCN(S(=O)(=O)c2cccc(C(F)(F)F)c2)CC1	i	i	i	1.2	i	i	i	i	i	5.4	-13.4
COc1ccc(NC(=O)c2c(NC(=O)CNCC(C)C)sc3c2CCC3)c(OC)c1	i	i	i	x	i	i	i	i	i	1.4	-2.7
NS(=O)(=O)c1ccc(NC(=O)CN2CCCc3ccccc32)cc1	i	i	i	-9.4	i	i	i	i	i	u	-8.0
Cc1ccc(-n2nc3c(=O)n(CC(=O)NCCc4ccc(Cl)cc4)nc(C)c3c2C)cc1	i	i	i	41.6	i	i	i	i	i	3.1	-6.5
O=C(NCc1ccccc1)c1ccc(CS(=O)(=O)c2ccccc2)o1	i	i	i	4.3	i	i	i	i	i	x	-12.8
c1ccc(-c2nn3c(C4CCCCC4)nnc3s2)cc1	i	i	i	-8.5	i	i	i	i	i	-0.5	-7.1
CCOC(=O)C1CCCN(Cc2cn[nH]c2-c2ccc(F)cc2F)C1 (configuration not stated)	i	i	i	-3.3	i	i	i	i	i	5.3	-12.7
O=c1c(F)cn(C2CCCO2)c(=O)n1Cc1ccccc1Cl (configuration not stated)	i	i	i	-7.2	i	i	i	i	i	-1.1	-6.5
CC(=O)Cc1nsc(NC(=O)c2ccc(COc3cccc(C)c3)o2)n1	i	i	i	9.4	i	i	i	i	i	-3.8	-2.8
Cc1ccc(-c2nc(CS(=O)CC(=O)NCCN3CCCC3)c(C)o2)cc1 (configuration not stated)	i	i	i	-0.1	i	i	i	i	i	1.5	-13.4
CS(=O)(=O)N1CCN(C(=O)Cc2cccs2)CC1	i	i	i	3.4	i	i	i	i	i	-7.0	-7.4
CSc1ncccc1C(=O)NCC(c1cccs1)N1CCOCC1 (configuration not stated)	i	i	i	-5.0	i	i	i	i	i	-7.1	-5.5
Cc1cccc(C)c1NC(=O)C(NC=O)c1ccccc1Cl (configuration not stated)	i	i	i	-14.3	i	i	i	i	i	0.1	-12.9
CCN(CC(=O)N1CCC(C)CC1)S(=O)(=O)c1ccc(C)cc1	i	i	i	-4.2	i	i	i	i	i	-2.0	-6.5
COCCNC(=O)/C(C#N)=C/c1cccs1	i	i	i	1.0	i	i	i	i	i	6.0	-8.4
NS(=O)(=O)c1ccc(N/N=C/c2ccc(O)cc2O)c([N+](=O)[O-])c1	i	i	i	5.2	i	i	i	i	i	-1.4	-7.7
COC(=O)c1cc(COc2ccc3oc(C)c(C(=O)OC)c3c2)c(C)o1	i	i	i	-8.7	i	i	i	i	100*	-0.6	-7.4
O=c1c2ccccc2nnn1Cc1ccc(F)cc1	i	i	i	4.8	i	i	i	i	100*	-1.9	-8.6
CCc1ccc(-c2nnn(CCC(=O)OC)n2)cc1	i	i	i	-1.7	i	i	i	i	i	17.1	-10.1
Cc1cccc(C)c1NC(=O)CCS(=O)(=O)c1ccc(Br)cc1	i	i	i	-5.0	i	i	i	i	i	12.2	-5.3
O=C(COc1ccc([N+](=O)[O-])cc1)Nc1cccnc1	i	i	i	-4.4	i	i	i	i	i	3.9	2.4
